From PubChem BioAssay
WT yeast gro inh: growth inhibition of WT strain, primary screen, mitochondrial fusion inhibitor project, WT and mutant strains, chemical genetic; inhibition, % at 10 µM; 2.1% of 190,000 active; mitochondrial fusion phenotypic screen; in the data active means inhibition above about 58%; tested in S. cerevisiae
Dynein transport: inhibitors of GR-EGFP nuclear translocation, primary screen, dynein cargo transport inhibitor project, imaging, high-content, 3617.4 mouse cells | test concentration mostly 20 µM; stimulated with dexamethasone, 1 µM; stronger effect = lower value | z-score, hits read low | 0.47% of 220,000 active;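 active means plate z-score of nuclear minus cytoplasmic receptor signal below a set negative limit, without overly bright fluorescence or cell loss, cut at about -3.5 in these data, passing the limit was not always enough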;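 further: z-score of nuclear minus cytoplasmic ring GR-EGFP intensity difference per well; some compounds called inactive have numbers as strong as hits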
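Medium: Induction medium lacking tetracycline, stripped serum | Probe or stimulus: 1.0 µM final dexamethasone stimulus | Schedule: 48 h induction, then 1 h compound, then 30 min agonist, 37 °C | Signal: Automated 10x imaging of fixed Hoechst-stained cells | Evaluation: Per-cell GR-EGFP intensity, nucleus versus surrounding cytoplasmic ring, well-averaged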
ER stress rescue: rescue of cells from ER stress-induced death, primary screen, 384-well, CSM14.1, thapsigargin, ATP luminescence (AID 1222); CSM14.1 thapsigargin-induced death rescue, ATP luminescence; higher % means a stronger effect; 190,000 tested, under 10 active; one-dose cellular ATP content (survival), % at 20 µM; EC50 in µM for titrated hits;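 active means EC50 below 50 µM in the dose-response confirmation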;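 further: death triggered by thapsigargin at about 15 µM added after 2 h compound pretreatment; cell ATP read after overnight thapsigargin exposure of roughly 18 to 22 hours; normalized against plate controls of thapsigargin alone and 5% DMSO vehicle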
Autophagy mod: autophagy modulators in MEF cells, primary screen, imaging, high-content, MEF GFP-LC3; 0.98% of 190,000 active; calls only at 10 µM (by protocol); AID 463193, 2010; MEF GFP-LC3 puncta imaging; test concentration mostly 10 µM;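 active means percentage of spot-positive cells more than 3 SD above its plate mean, without a fluorescence outlier flag or 80% toxicity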;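 further: spot-positive cell cutoff set from DMSO-treated cells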
Hep lipid drop: inhibitors of hepatocyte lipid droplet formation, primary screen, imaging, high-throughput imaging, BODIPY stain; AML12 mouse hepatocytes, oleate lipid droplets; inhibition, % at 6.5 µM; 0.4% of 240,000 active;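 active means lipid droplet intensity inhibited by at least 50%, with more than 500 cells counted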
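Test system: AML12 mouse liver cells; schedule: overnight exposure; technique: high-content imaging of BODIPY-stained droplets and DAPI nuclei; read-out: % inhibition of corrected integrated BODIPY droplet signal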
MT stabilize HCS: microtubule stabilizers in HeLa cells, primary screen, imaging, high-content imaging; HeLa tubulin immunostaining HCS, 24 h; share of cells brighter than vehicle mean+2SD; % tubulin-high responders, % at 10 µM; 0.83% of 200,000 active;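 active means plate Z-score above 3 for both tubulin-high and condensed-nucleus cell shares, with cell loss under 80%, at 10 µM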;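 further: anti alpha tubulin signal scored within the nucleus-defined area of each cell; some results filed as inactive read as strong as hits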
Insulin prom up: insulin promoter activators in MIN6 cells, imaging, high-content screening, mouse beta cells | 0.3% of 190,000 active | AID 1625, 2009 | z-score at 5 µM | MIN6 insulin promoter-GFP reporter; stronger effect = higher value;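 active means z-score above 3 at 5 µM with at least 500 cells counted in the well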
bCat nuc transl: modulators of beta-catenin nuclear translocation, primary screen, imaging, HeLa cells, immunofluorescence, high-content. nuclear translocation activity, % at 5 µM. 0.3% of 190,000 active;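 active means nuclear translocation activity above 50% at 5 µM, with a well cell count of 50 or more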;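 further: per-cell ratio of nuclear to cytoplasmic median beta-catenin stain intensity; plate controls were DMSO negative control for no effect and GSK-3 inhibitor IX positive control for full effect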
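Test system: human HeLa cells, native beta-catenin. Compound dosing: 5 µM primary single dose, 0.1% DMSO, 0.02–20 µM confirmation series. Incubation: compound exposure 24 h at 37°C. Detection: beta-catenin immunostaining with DAPI counterstain, 20x imaging, 6 fields/well. Read-out basis: Nuclear/cytoplasmic beta-catenin signal ratio, % activation.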
XIAP antagonists: XIAP antagonists, biochemical, IAP family, fluorescence polarization (AID 1018). E3 ubiquitin-protein ligase XIAP (Homo sapiens). XIAP BIR domain, fluorescence polarization peptide displacement; higher % means a stronger effect. displacement, % at 20 µM, or IC50 in µM where a hit was titrated. 0.007% of 200,000 active; in the data active means displacement above about 50%; further: a part of the inactive calls stands beside numbers as strong as those of hits
WT yeast gro inh mutant strain: further read-out of WT yeast gro inh, marked with its call; inhibition, %; mitochondrial fusion phenotypic screen, mutant strain inhibition
Dynein transport cytoplasmic EGFP: further read-out of Dynein transport, marked with its call; z-score; measured here: cytoplasmic GR-EGFP intensity; stronger effect = higher value
Dynein transport nuclear GR-EGFP: recorded beside Dynein transport, whose call it bears; z-score; measured here: nuclear GR-EGFP intensity;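 lower value marks the stronger effect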
Dynein transport cell count: also measured in Dynein transport; calls as there; z-score; measured here: cell count per field
Insulin prom up cell count: recorded beside Insulin prom up, whose call it bears; cell count; measured here: cytotoxicity, nuclei count;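 total cells summed across four imaged fields per well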
Hep lipid drop cells 6.5 µM: also measured in Hep lipid drop; calls as there; cell count; measured here: cell count, cytotoxicity flag;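 cells counted across two imaged fields per well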
bCat nuc transl cell count 5 µM: also measured in bCat nuc transl; calls as there; cell count; measured here: cell count, cytotoxicity flag
MT stabilize HCS Hoechst-high %: further read-out of MT stabilize HCS, marked with its call; % Hoechst-high responders; measured here: nuclear condensation Hoechst responders;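 share of cells brighter than vehicle mean plus two SD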
MT stabilize HCS cytotoxicity %: also measured in MT stabilize HCS; calls as there; toxicity, %; measured here: cytotoxicity by cell density;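 0% = mean cell density of plate MIN control wells and 100% = no cells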
Autophagy mod cell loss 18 h: second read-out of Autophagy mod, no call of its own (marks repeat the call); toxicity, %; measured here: cell loss, nuclei count;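 cell loss after 18 h compound exposure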
* hit, by the source's call; i = inactive; . = no result given.

SMILES	WT yeast gro inh	WT yeast gro inh mutant strain	Dynein transport	Dynein transport cytoplasmic EGFP	Dynein transport nuclear GR-EGFP	Dynein transport cell count	ER stress rescue	Autophagy mod	Autophagy mod cell loss 18 h	Hep lipid drop	Hep lipid drop cells 6.5 µM	MT stabilize HCS	MT stabilize HCS Hoechst-high %	MT stabilize HCS cytotoxicity %	Insulin prom up	Insulin prom up cell count	bCat nuc transl	bCat nuc transl cell count 5 µM	XIAP antagonists
Cc1ccccc1C(=O)NNC(=O)/C=C\C(=O)O	.	.	0.394	-0.0253	0.154	0.335	.	.	.	0.1	709	.	.	.	-0.06	1127	-0.8	1347	.
CCOC(=O)C(NCCCO)c1ccccc1 (stereo not drawn)	-0.4	-2.1	0.93	-0.363	0.23	-0.428	1.3%	i	2.9	.	.	2.7	2.3	10.0	-0.65	1441	-2.5	1002	-4.1%
CCOC(=O)Cc1csc(SCn2nnc3ccccc3c2=O)n1	3.5	-1.7	-0.485	-0.221	-0.0361	0.686	-0.6%	i	7.2	-15.3	475	1.6	3.0	12.5	0.08	1707	-0.6	978	-9.2%
CC(=O)OC1CCC(OC(C)=O)c2c1n([O-])c(C)c(C)[n+]2=O (stereo not drawn)	-11.1	-14.2	0.311	-0.267	0.225	-0.252	2.7%	i	-13.3	.	.	5.6	3.4	6.8	0.8	1449	0.9	1277	0.7%
O=S(=O)(c1ccc(Br)s1)N1CCN(c2ncccn2)CC1	-17.0	0.2	-0.781	1.03	-0.0674	0.674	-1.1%	i	33.7	13.1	784	1.6	1.2	4.3	0.61	942	.	.	-2.7%
Cc1nc(SCC#N)c2c(C)c(C)sc2n1	3.2	7.4	-1.52	-0.271	-0.834	0.393	-1.9%	i	-7.0	4.7	657	0.7	1.2	1.4	.	.	-1.3	922	-7.4%
CN(CCO)CC(O)CN(c1ccccc1)c1ccccc1 (stereo not drawn)	.	.	1.47	-0.191	0.757	0.0123	.	.	.	11.8	629	.	.	.	0.07	1097	2.6	1179	.
COc1cc(NC(=O)C2CCC(CNc3c(N4CCC(C)CC4)c(=O)c3=O)CC2)cc(OC)c1 (stereo not drawn)	-7.3	-7.3	1.14	-0.0922	0.92	-0.906	-0.8%	i	6.0	.	.	3.7	3.7	7.1	-1.33	976	.	.	0.0%
CN(C)c1ccnc(-n2cccc2/C=N/OCc2cccc(F)c2)c1C#N	7.3	2.9	0.509	0.0866	0.522	-1.27	1.0%	i	-7.9	-6.3	751	0.9	0.9	8.7	-0.31	841	.	.	-5.4%
O=C(Nc1ccon1)c1cccc(S(=O)(=O)N2CCCCC2)c1	-2.0	2.0	0.21	-0.218	0.0511	0.369	-0.4%	i	-11.0	-1.7	706	2.8	1.4	6.5	3.46*	1397*	-5.0	1017	-6.6%
Cn1ncc(Cl)c1C(=O)N1CCOCC1	4.9	9.9	-1.36	-0.269	-0.657	1.33	-0.9%	i	-45.9	-2.1	695	1.2	1.7	5.9	0.23	1631	1.5	852	-5.0%
CS(=O)(=O)c1ccc2nc(NC(=O)CN3CCN(Cc4ccccc4)CC3)sc2c1	-3.6	5.7	-0.487	-0.251	0.0775	-0.166	-0.4%	i	-5.3	-8.2	515	2.6	0.5	49.7	0.07	1830	-1.0	1117	-0.5%
CC1(C)CCSC(/C=C/c2ccccc2)=N1	.	.	-6.85*	1.09*	-2.95*	1.01*	.	.	.	-2.4	826	.	.	.	-1.71	783	2.9	1332	.
CCc1nn(CC(=O)NCCCN2CCc3ccccc3C2)c(=O)c2cc3sccc3n12	4.6	-5.2	-1.09	-0.184	-0.431	0.251	.	.	.	-5.6	712	3.9	1.5	6.2	0.83	1580	0.4	993	-7.6%
CN(C)S(=O)(=O)c1ccc(Cl)c(NC(=O)COC(=O)/C=C/c2cnc3ccccc3n2)c1	.	.	-0.596	-0.243	-0.33	0.73	.	.	.	-3.3	739	.	.	.	-0.31	1430	-0.7	1057	.

An excerpt from above with just Dynein transport nuclear GR-EGFP and Dynein transport cytoplasmic EGFP.
Structure | Dynein transport nuclear GR-EGFP | Dynein transport cytoplasmic EGFP
CCc1nn(CC(=O)NCCCN2CCc3ccccc3C2)c(=O)c2cc3sccc3n12 | -0.431 | -0.184
CCOC(=O)C(NCCCO)c1ccccc1 (stereo not drawn) | 0.23 | -0.363
CS(=O)(=O)c1ccc2nc(NC(=O)CN3CCN(Cc4ccccc4)CC3)sc2c1 | 0.0775 | -0.251

Further records:
SMILES	WT yeast gro inh	WT yeast gro inh mutant strain	Dynein transport	Dynein transport cytoplasmic EGFP	Dynein transport nuclear GR-EGFP	Dynein transport cell count	ER stress rescue	Autophagy mod	Autophagy mod cell loss 18 h	Hep lipid drop	Hep lipid drop cells 6.5 µM	MT stabilize HCS	MT stabilize HCS Hoechst-high %	MT stabilize HCS cytotoxicity %	Insulin prom up	Insulin prom up cell count	bCat nuc transl	bCat nuc transl cell count 5 µM	XIAP antagonists
CC1Cc2nc(SCC(=O)N3CCCC3)n(C)c(=O)c2S1 (stereo not drawn)	1.5	1.4	-0.82	-0.213	-0.337	0.279	-5.1%	i	-0.9	12.0	681	1.6	1.3	8.3	0.94	1806	-1.2	1091	-5.5%
CCOc1cc(/C=N\NC(=O)CN2CCOCC2)ccc1OCc1ccc(F)cc1	5.4	-2.0	-0.52	-0.311	-0.402	0.791	0.2%	i	1.9	-1.1	634	2.5	2.7	5.5	-0.19	1319	-3.9	981	-3.7%
COc1ccccc1NC(=O)N1CCN(C)CC1	-15.9	-8.2	-0.644	-0.27	0.116	0.649	-0.7%	i	-3.5	4.1	773	2.5	1.7	4.7	-0.35	1624	2.1	945	-1.0%
COc1ccc(COCC(O)CN2CC(C)OC(C)C2)cc1OC (stereo not drawn)	-3.4	5.7	-0.66	-0.258	-0.328	-0.0741	1.3%	i	2.2	-13.4	772	0.7	1.6	18.2	0.13	882	-4.6	1150	-0.3%
c1cncc(Cc2cc3ccccc3[nH]2)c1	-3.3	-19.1	0.847	-0.223	0.53	-0.433	0.1%	i	7.8	-3.2	669	1.8	2.2	8.6	0.54	1208	1.2	506	-9.9%
O=c1[nH]c(CN2CCCCC2)nc2ccccc12	-1.6	-1.8	-0.239	-0.109	-0.901	0.514	-2.1%	i	-5.9	.	.	4.3	1.9	10.0	-1.1	1403	1.0	1417	-2.1%
O=C(O)CCc1ccc(-c2ccc(Cl)cc2)n1NC(=O)c1ccc(O)cc1	-12.0	-15.8	-0.265	-0.303	0.313	0.69	0.5%	i	-4.5	-10.2	681	2.8	1.3	8.3	.	.	0.1	1423	-20.6%
CCCCCCSc1nc(O)c(C2OC(=O)c3c2ccc(OC)c3OC)c(=O)n1-c1ccccc1 (stereo not drawn)	-17.7	-18.4	0.559	-0.0965	0.16	0.45	-0.4%	i	17.2	3.6	741	1.1	1.3	19.0	-0.07	975	.	.	-5.0%
Cc1ccc(CN2CCN(Cc3ccc(-n4cccn4)cc3C)CC2CCO)cc1 (stereo not drawn)	-4.3	1.1	-0.368	-0.324	-0.166	0.407	0.9%	i	18.5	-27.3	690	4.1	2.1	5.4	-0.11	1315	-0.3	1109	-5.3%
CCOC(=O)Cc1csc(NC(=O)Cc2ccc(Cl)cc2)n1	.	.	2.48	-0.132	1.01	-1.29	.	.	.	0.0	704	.	.	.	0.21	1399	5.6	1013	.
CC1(C)OC(=O)N(CC(=O)Nc2cccc(C(F)(F)F)c2)C1(C)O (stereo not drawn)	1.3	1.5	-1.03	-0.366	-0.628	0.791	0.0%	i	-1.9	-2.2	750	3.6	2.4	9.1	.	.	.	.	3.9%
CN1C(=O)/C(=C\c2ccccc2)Sc2ccc(C(=O)N3CCN(c4ccccn4)CC3)cc21	52.0	33.3	-0.18	-0.203	-0.218	-0.0235	-8.1%	i	-18.6	.	.	3.7	0.9	2.6	.	.	.	.	-2.4%
CCOc1ccc(CN2CCN(Cc3cccc4nonc34)CC2CCO)cc1 (stereo not drawn)	1.5	-7.2	-0.351	-0.257	-0.0596	0.13	-1.8%	i	7.1	7.0	738	1.7	2.3	9.4	-0.21	1306	0.8	1149	-5.4%
Oc1ccc2ccccc2c1C=Nc1ccc(Cl)cn1	0.9	-1.2	0.664	-0.212	0.92	-0.665	0.9%	i	19.6	-11.9	670	1.3	0.7	3.1	0.85	1572	-0.6	917	-8.7%
Cc1cnc(NC(=O)c2ccc3c(c2)C(=O)N(Cc2ccco2)C3=O)s1	9.6	14.4	0.119	-0.229	0.263	0.0922	-1.5%	i	-0.4	0.0	755	1.9	1.1	6.3	-0.07	1223	-0.3	1167	-7.6%
Cc1cccc(NC(=S)N/C(=N/S(=O)(=O)c2ccccc2)c2ccccc2)c1	26.2	32.6	-0.0679	0.0655	0.39	0.391	-2.2%	i	36.5	-2.4	747	1.8	1.7	5.6	-0.07	1304	-0.2	1064	-0.5%
